hgDAF12 agonist: agonists of H. glycines DAF-12 nuclear receptor; HEK293 GAL4-hgDAF12 UAS-luciferase reporter, agonist luminescence; normalized to butyrate control; activation, % at 6.8 µM; hit rate 1.8% among 370,000; AID 687014;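 active = activation above a cutoff set at the mean of all screened compounds plus 3 SD, cut at about 10% in these data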;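 also: 0% = DMSO wells and 100% = sodium butyrate wells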
FXN GAA850 act: frataxin GAA850 promoter activation | AID 540364 | activation, % at 6 µM | hit rate 0.56% among 360,000 | HEK293 lucGAA850 FXN promoter luciferase reporter, 24 h; percent of 10 µM SAHA response;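 active = activation above the average of all compounds screened plus 3 SD, cutoff fixed separately per campaign, cut at about 7.5% in these data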;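 also: 0% = DMSO wells and 100% = 10 µM SAHA wells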
DAX1 inh-1: blocks DAX1 repression of SF-1 activated StAR promoter; HEK293T StAR-luciferase reporter, SF-1/DAX-1 repression relief; inhibition, % at 6.8 µM; hit rate 1.1% among 370,000; AID 652010;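 active = inhibition above the mean over all tested compounds plus 3 SD, cut at about 3.6% in these data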;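 also: 0% = DAX-1 cells with DMSO and 100% = cells lacking DAX-1 with DMSO; higher inhibition means more luminescence from relief of DAX-1 repression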
hcDAF12 agonist: H. contortus DAF-12 activation, primary screen; HEK293 hcDAF-12 lit1-tk-luc reporter, luminescence; 0% DMSO, 100% Δ7-dafachronic acid; activation, % at 6.8 µM; hit rate 1.4% among 370,000; AID 652067;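 active = activation above the mean of all tested compounds plus 3 SD, cut at about 5.5% in these data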;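 also: 100% = response to 3 µM Δ7-dafachronic acid high control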
ADAM10 inh: inhibits human ADAM10 | O14672 | recombinant ADAM10, EDANS/DABCYL FRET peptide cleavage, 3 h | inhibition, % at 7 µM | hit rate 0.62% among 370,000 | AID 720582;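 active = inhibition above a per-campaign cutoff equal to the mean of compounds falling between control-based bounds plus 3 SD, cut at about 20% in these data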;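 also: 0% = DMSO wells while the 100% control is not disclosed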
SMARCA2 act: activators of SMARCA2 function. hit rate 1% among 370,000. MG213 cells, MMTV-luciferase reporter, dexamethasone, overnight. activation, % at 9.1 µM; in the data active = activation above about 7.8%;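 also: 0% = vehicle wells and 100% = reference activator wells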
DAX1 inh-2: NR0B1 (DAX1) inhibition. inhibition, % at 6.75 µM. hit rate 0.99% among 340,000. P51843. AID 504766. HEK293 Gal4-DAX1 luciferase reporter, luminescence;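 active = inhibition above the mean over all tested compounds plus 3 SD, cut at about 4.2% in these data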;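 also: 0% = DAX1-transfected cells with DMSO and 100% = empty-vector control cells with DMSO; inhibition shows as a rise in luminescence from relieved DAX1 repression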
Target sequence (P51843 207-470 limits assumed): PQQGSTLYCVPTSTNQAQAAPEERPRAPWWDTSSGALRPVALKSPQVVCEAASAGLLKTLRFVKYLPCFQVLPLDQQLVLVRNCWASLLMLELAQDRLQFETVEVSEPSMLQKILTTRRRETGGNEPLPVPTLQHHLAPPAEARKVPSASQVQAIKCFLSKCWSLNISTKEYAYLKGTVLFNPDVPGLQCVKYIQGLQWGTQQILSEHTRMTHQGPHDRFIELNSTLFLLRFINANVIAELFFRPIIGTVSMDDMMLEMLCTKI
ssDAF-12 act: activators of S. stercoralis DAF-12 nuclear receptor; HEK293 ssDAF-12/GRIP1 lit1-tk-luc reporter, luminescence; % of 3 µM dafachronic acid response; activation, % at 6.8 µM; hit rate 1% among 370,000; AID 652126;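 active = activation above the mean over all tested compounds plus 3 SD, cut at about 0.9% in these data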;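 also: 0% = DMSO-only wells and 100% = 3 µM delta7-dafachronic acid wells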
ADAM17 inh: inhibitors of human ADAM17 | recombinant ADAM17, EDANS/DABCYL FRET peptide cleavage | inhibition, % at 6.95 µM | AID 720648 | P78536 | hit rate 0.83% among 370,000;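 active = inhibition above the mean of compounds lying between control limits plus 3 SD, set per campaign, cut at about 8.5% in these data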;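 also: 0% = DMSO-only wells as the low control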
Target sequence (P78536 215-824 limits assumed): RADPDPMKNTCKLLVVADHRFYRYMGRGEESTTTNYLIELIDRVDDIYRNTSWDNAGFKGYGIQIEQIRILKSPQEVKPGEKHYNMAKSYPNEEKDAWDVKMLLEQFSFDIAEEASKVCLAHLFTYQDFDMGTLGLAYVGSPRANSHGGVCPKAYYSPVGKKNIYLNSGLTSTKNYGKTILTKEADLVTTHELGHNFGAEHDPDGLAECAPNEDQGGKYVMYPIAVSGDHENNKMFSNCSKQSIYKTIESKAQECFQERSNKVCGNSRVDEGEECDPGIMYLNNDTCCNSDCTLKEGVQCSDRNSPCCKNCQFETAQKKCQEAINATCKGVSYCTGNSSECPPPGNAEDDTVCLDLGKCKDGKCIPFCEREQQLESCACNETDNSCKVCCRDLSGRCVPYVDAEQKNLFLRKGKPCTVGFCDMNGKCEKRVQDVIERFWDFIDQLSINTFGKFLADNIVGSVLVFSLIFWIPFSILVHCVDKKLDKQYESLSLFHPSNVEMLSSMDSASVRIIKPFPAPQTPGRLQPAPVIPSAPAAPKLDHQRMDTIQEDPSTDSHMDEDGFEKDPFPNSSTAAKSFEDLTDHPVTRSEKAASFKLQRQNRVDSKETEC
PG9 binder: binds the HIV-1 gp120 antibody PG9; AID 624416; inhibition, % at 6.7 µM; TR-FRET gp120-PG9 antibody binding; hit rate 0.43% among 360,000; in the data active = inhibition above about 8.5%
GC-A act: GC-A (human) enzyme activation; activation, % at 10 µM; P16066; HEK293 GC-A cells, cGMP TR-FRET, EC30 ANP; 0% at EC30 ANP, 100% saturating ANP; hit rate 0.14% among 370,000; AID 1671463; in the data active = activation above about 40%
The depositor's hits bear a star; · = not tested or not shown.

No.	SMILES	ADAM10 inh	hgDAF12 agonist	ADAM17 inh	GC-A act	ssDAF-12 act	SMARCA2 act	DAX1 inh-1	DAX1 inh-2	PG9 binder	hcDAF12 agonist	FXN GAA850 act
1	CN(Cc1ccccc1)CC(O)COc1ccc(CNCCc2ccncc2)cc1 (stereo not given)	-6.0	1.1	-2.1	-4.0	-0.5	3.2	-0.1	0.9	-0.8	1.7	1.2
2	COC(=O)[C@]12C[C@H](CC(=O)NCc3ccc(OC)c(OC)c3)C(=O)N(Cc3ccc4c(c3)OCO4)C1=C[C@H](C(C)(C)C)O[C@@H]2C	2.0	-1.6	-1.0	-4.1	-0.5	-8.6	-0.1	·	-1.5	-1.3	·
3	Cc1ccc(-c2csc3ncnc(Oc4ccc5c(C)cc(=O)oc5c4)c23)cc1	-211.1	-1.6	-52.8	-5.8	-0.8	-0.4	-0.1	-0.7	1.0	-2.0	3.6
4	COc1ccc(N(C)S(=O)(=O)c2cccc(C(=O)OCC(=O)Nc3cc(C)ccc3OC)c2)cc1	8.9	-1.5	4.4	2.0	-1.3	-2.8	0.0	0.8	-0.4	-1.1	-1.0
5	O=C(Nc1ccc(Cl)cc1)N(Cc1nc2ccccc2c(=O)[nH]1)Cc1cccs1	2.0	-1.3	-0.2	11.5	-0.6	-1.6	0.1	-0.6	0.2	3.1	-2.0
6	CC(=O)c1cccc(NC(=O)NCCc2ccc(Cl)cc2)c1	-6.0	-0.3	-1.2	2.0	-1.0	-0.9	0.3	0.0	0.8	-0.7	2.1
7	CCOc1ccc(NC(=O)C(C)N2C(=O)c3ccccc3S2(=O)=O)cc1 (stereo not given)	4.5	0.7	0.3	3.2	-1.0	-1.1	-0.6	0.1	0.9	-2.0	-0.9
8	CC(/C=C/c1ccco1)=N\NC(=O)c1cccnc1	-0.5	3.0	-1.7	-1.8	-1.2	-0.7	0.0	0.3	0.3	-0.8	1.4
9	S=C(NCc1ccncc1)Nc1ccc(Br)cc1Cl	11.0	-3.6	-2.3	0.3	-0.9	-1.1	-4.0	-1.2	-0.6	-2.4	-1.9
10	O=C(Nc1cccc(F)c1)NC1CC2CCCC(C1)N2C1CC1 (stereo not given)	1.6	0.4	-0.4	-1.8	-0.8	-1.1	0.1	-0.1	-1.5	0.0	1.4
11	Nc1nc2ccc(OC(F)(F)F)cc2s1	-0.3	8.2	-4.0	1.4	-0.8	-3.2	3.0	1.8	-2.3	3.6	2.2
12	Nc1c(C(=O)N2CCCCC2)sc(=S)n1-c1ccccc1	2.3	-1.0	-1.1	8.2	-1.4	4.2	0.3	1.6	-1.8	-1.0	-1.5
13	COc1ccc(OC)c(NC(=O)C2CCCN(S(=O)(=O)c3cccc4nsnc34)C2)c1 (stereo not given)	1.3	-1.1	0.1	-3.0	-0.7	-4.5	0.2	-1.6	-0.5	0.4	-0.3
14	O=C(CC1CCCC1)N1CCN(S(=O)(=O)c2ccccc2)CC1	-2.9	-0.4	-4.4	-0.4	-1.4	0.3	-0.8	0.6	-1.5	-0.7	1.7
15	COc1ccc(C(=O)C2CCCN(Cc3ccc4nonc4c3)C2)cc1OC (stereo not given)	-10.2	2.3	-5.0	-2.3	-2.0	-4.6	0.2	1.1	-0.6	-1.6	1.0
16	CCN(CC)CCNC(=O)c1c(C)n(-c2ccccc2)c2cc(Br)c(OC)cc12	-6.1	0.1	-1.3	·	-0.5	-1.1	-0.3	-1.0	-0.2	0.9	2.2
17	CC(OC(=O)c1cc2c(ccc3ccccc32)oc1=O)c1nc2ccccc2s1 (stereo not given)	-296.5	2.6	-82.6	3.6	-0.3	-1.2	0.1	0.2	-1.6	0.9	2.8
18	Cc1cccc(C2CC(c3ccccc3)Nc3ncnn32)c1 (stereo not given)	-21.1	-0.7	-0.4	1.2	-1.6	-1.6	0.1	5.6*	-3.0	-1.5	18.5*
19	CCOc1ccc(N(C)S(=O)(=O)c2c[nH]c(C(=O)OC)c2)cc1	1.9	-2.9	-0.2	2.1	-1.7	0.0	-1.2	-0.6	-0.9	-2.4	0.5
20	COc1ccc(C(C(=O)NC2CCCC2)N(C(=O)c2snc(-c3ccc(F)cc3)c2N)c2ccccc2)cc1 (stereo not given)	0.4	-0.9	-2.2	-5.1	-1.3	-3.0	-0.1	1.0	-0.4	1.0	1.1
21	CC(=O)C1C(c2cccc(Oc3ccccc3)c2)NC(=O)NC1(O)C(F)(F)F (stereo not given)	7.0	-0.6	1.8	3.8	-0.8	-0.9	-0.4	-2.2	0.0	-1.4	-2.0
22	O=C(Cn1nnc(-c2ccccc2NC(=O)C2CC2)n1)NC1CCCCC1	-5.8	-1.4	3.9	1.3	-0.6	-3.7	-0.3	-0.7	0.7	-0.9	1.1
23	CCO[C@@H]1OC(C(=O)NCc2ccccc2)=C[C@H](C)[C@H]1CCCO	5.3	-0.8	0.7	0.5	-1.1	-0.5	0.1	0.6	0.2	-1.1	-0.5
24	CCC(C(=O)Nc1cc(C)nn1-c1nc(C)cc(C)n1)c1ccccc1 (stereo not given)	12.5	-4.0	7.9	-4.5	-1.3	-5.5	-1.2	-1.2	1.5	-2.5	1.1
25	Cc1ccc(-c2c(C(=O)N/N=C/c3ccncc3)nnn2-c2nonc2N)cc1	0.7	-0.3	-2.7	-0.9	-0.8	-2.6	-0.5	1.1	-1.7	-1.9	0.0
26	CC(C)N1CCc2c(sc(NC(=O)CCc3ccccc3)c2C(N)=O)C1	-110.5	-0.6	-37.2	-5.2	-1.2	-0.8	0.9	-0.1	-2.6	2.6	1.6
27	CNC(=O)C12CCC(C)(c3nc4cc(C)c(C)cc4nc31)C2(C)C (stereo not given)	-7.4	1.5	-2.6	0.8	-1.9	0.3	-0.6	-0.7	0.6	0.9	2.0
28	CCc1ccc(NC(=O)CN(N=Nc2nonc2C)c2nonc2C)cc1	0.6	-0.4	2.6	4.5	-1.1	0.3	0.1	0.5	-1.5	-2.3	0.3
29	CCN(CC(=O)NCc1cccs1)C(=O)c1ccc(OC)c(S(=O)(=O)N2CCOCC2)c1	-13.2	1.8	-5.0	0.2	-1.0	0.6	1.1	-0.5	1.1	-1.4	-2.2
30	COc1cc(C(=O)Nc2ccc(Nc3ccccc3)cc2)cc(OC)c1OC	7.7	-0.9	0.8	-2.8	-1.9	-0.3	-0.9	1.3	-2.9	-1.8	0.7

Quoted at random: four records from the list.
No.	SMILES	ADAM10 inh	hgDAF12 agonist	ADAM17 inh	GC-A act	ssDAF-12 act	SMARCA2 act	DAX1 inh-1	DAX1 inh-2	PG9 binder	hcDAF12 agonist	FXN GAA850 act
24	CCC(C(=O)Nc1cc(C)nn1-c1nc(C)cc(C)n1)c1ccccc1 (stereo not given)	12.5	-4.0	7.9	-4.5	-1.3	-5.5	-1.2	-1.2	1.5	-2.5	1.1
18	Cc1cccc(C2CC(c3ccccc3)Nc3ncnn32)c1 (stereo not given)	-21.1	-0.7	-0.4	1.2	-1.6	-1.6	0.1	5.6*	-3.0	-1.5	18.5*
17	CC(OC(=O)c1cc2c(ccc3ccccc32)oc1=O)c1nc2ccccc2s1 (stereo not given)	-296.5	2.6	-82.6	3.6	-0.3	-1.2	0.1	0.2	-1.6	0.9	2.8
23	CCO[C@@H]1OC(C(=O)NCc2ccccc2)=C[C@H](C)[C@H]1CCCO	5.3	-0.8	0.7	0.5	-1.1	-0.5	0.1	0.6	0.2	-1.1	-0.5

Structures above shown as hits in DAX1 inh-2.
cpd | canonical_smiles | ADAM10 inh | ADAM17 inh | GC-A act | ssDAF-12 act | SMARCA2 act | DAX1 inh-1 | DAX1 inh-2 | PG9 binder | hcDAF12 agonist
18 | Cc1cccc(C2CC(c3ccccc3)Nc3ncnn32)c1 (stereo not given) | -21.1 | -0.4 | 1.2 | -1.6 | -1.6 | 0.1 | 5.6* | -3.0 | -1.5

(list continues)
No.	SMILES	ADAM10 inh	hgDAF12 agonist	ADAM17 inh	GC-A act	ssDAF-12 act	SMARCA2 act	DAX1 inh-1	DAX1 inh-2	PG9 binder	hcDAF12 agonist	FXN GAA850 act
31	CC(=O)C[C@H](O)CC(=O)[C@H]1OC(=O)CCCCCCc2ccccc21	-12.6	-1.2	-5.2	-0.4	-0.6	-5.6	-0.3	-1.0	0.1	0.6	0.0
32	Cc1cccc(NC(=O)C23CCC(C)(C2Br)C3(C)C)c1 (stereo not given)	6.0	2.4	3.1	1.4	-1.3	-2.4	-0.4	-0.8	0.6	-1.3	-1.5
33	CCCC1C(=O)Nc2ccccc2N1C(=O)c1cccc(C)c1 (stereo not given)	1.5	-2.0	-0.3	-25.2	-0.9	-2.8	-0.1	-1.5	-2.0	-0.8	2.7
34	COC(=O)c1scc(C)c1NC(=O)c1ccccc1F	3.5	-0.4	-2.5	0.1	0.0	0.3	0.2	-0.9	-2.3	0.7	2.1
35	NCCSC1CC(=O)N(c2ccc(Cl)c(Cl)c2)C1=O (stereo not given)	-3.8	3.1	-2.4	0.2	-0.2	4.0	0.0	1.3	-1.1	3.0	1.2
36	COc1ccc(C2=NS(=O)(=O)N(C)C(C(=O)N3CCC(C)CC3)=C2)cc1	-3.5	-1.1	-2.1	2.4	-1.2	1.5	1.4	1.1	-1.1	-2.8	-1.4
37	COc1ccc2nc(C)cc(SCC(=O)N/N=C/c3ccccc3)c2c1	-0.6	2.5	0.9	1.1	-1.2	-0.4	-0.3	-0.1	-0.8	0.6	2.1
38	C/C=C(/C)C(=O)Nc1cccc(C2=NOC3(C2)C[C@@H](C(N)=O)N(C(=O)CC)C3)c1 (stereo not given in full)	-8.4	-0.5	-5.0	1.4	-1.4	0.2	2.2	1.6	-0.5	-0.8	0.2
39	Cc1nnc(NC(=O)CSc2nnc(CNC(=O)c3ccccc3)o2)s1	-5.9	1.4	1.0	-0.5	-0.3	-2.5	-0.8	-0.1	-2.9	-2.6	1.1
40	O=c1cc(N2CCCCC2)c(-c2ccccc2)nn1Cc1ccc(F)cc1	6.6	-2.9	5.6	3.1	-1.1	-3.7	-0.7	2.4	-1.8	0.8	4.4
41	CCNC(=O)C1(C)CCN(C(=O)C(c2ccccc2)c2ccccc2)C1 (stereo not given)	-4.4	0.5	-0.3	-2.5	-0.9	-2.5	-0.5	·	-0.8	-1.0	-0.6
42	Cc1cc(C)cc(NC(=O)CCn2ccnc2)c1	-6.0	0.3	1.6	-2.5	-0.5	-1.9	-0.2	3.3	0.4	1.7	-1.1
43	COc1ccccc1NC(=O)c1ccc(NC(=O)CN2CCN(C(=O)c3ccco3)CC2)cc1	-1.0	-1.8	1.1	2.7	-2.1	-3.6	-0.6	0.0	-0.4	-1.9	0.5
44	CCCC(C(=O)Nc1ccc(S(=O)(=O)Nc2ncccn2)cc1)c1ccccc1 (stereo not given)	4.3	0.7	-2.5	1.8	-0.8	3.4	1.0	-0.7	-3.0	0.3	-0.2
45	COC(=O)c1cscc1S(=O)(=O)Cc1ccccc1	-5.2	-2.2	-1.4	0.4	-0.9	-0.8	-0.1	0.2	-1.4	-2.3	1.3
